# Source: PubChem BioAssay
# BRCA1 expr up – qHTS Assay to Identify Small Molecule Activators of BRCA1 Expression | AID 624202, 2012 | hit rate 1.1% among 380,000 | Potency, µM (doses to about 46.1 µM), without a hit: at the top dose activation, hits mostly activators | MCF7-BRCA1-FFLuc reporter, luminescence, 48 h; response scale: scaled: vehicle 0%, 10 µM genistein 100%; also: nearly all actives have a fitted effect of over 80% in size; some results filed as inactive show a strong effect at the top dose
#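 MCF7 cells carrying a BRCA1-firefly luciferase reporter (2000 cells/well, phenol-red free MEM) were attached for 2 h at 37 °C, then given compounds for 48 h. Luminescence was read 15 min after luciferase reagent; activity normalized to genistein (10 microM) and DMSO.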
# FLuc modulator – qHTS profiling assay for firefly luciferase inhibitor/activator using purifed enzyme and Km concentrations of substrates (counterscreen for miR-21 project) | Luciferin 4-monooxygenase (Photinus pyralis), P08659 | purified FLuc, Km substrates, luminescence inhibition | Potency, µM (highest dose often 57.5 µM), for the others: at the top dose activity change, negative = inhibition, usual class: inhibitors | hit rate 6.9% among 360,000;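 also: plate controls were vehicle for no effect and reference inhibitor for full effect; nearly all actives have a fitted effect of over 55% in size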
# Target sequence (P08659 whole entry, looked up): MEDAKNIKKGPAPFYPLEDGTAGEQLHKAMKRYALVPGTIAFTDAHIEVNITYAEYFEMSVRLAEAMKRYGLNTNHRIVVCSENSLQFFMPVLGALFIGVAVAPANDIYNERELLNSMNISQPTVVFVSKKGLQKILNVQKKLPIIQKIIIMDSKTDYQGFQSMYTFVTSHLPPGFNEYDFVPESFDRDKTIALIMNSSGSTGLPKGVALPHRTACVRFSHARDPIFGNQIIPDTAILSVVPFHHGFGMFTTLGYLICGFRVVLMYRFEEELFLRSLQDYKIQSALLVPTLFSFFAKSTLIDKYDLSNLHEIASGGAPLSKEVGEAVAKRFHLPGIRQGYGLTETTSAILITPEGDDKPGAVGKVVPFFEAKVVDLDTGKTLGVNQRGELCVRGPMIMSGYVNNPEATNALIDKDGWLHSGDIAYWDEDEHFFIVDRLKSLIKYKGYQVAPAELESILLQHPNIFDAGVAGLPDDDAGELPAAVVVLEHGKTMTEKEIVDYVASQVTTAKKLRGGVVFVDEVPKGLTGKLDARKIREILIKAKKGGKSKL
#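 Biochemical qHTS of compounds, final roughly 60 µM downward over six points, against 10 nM purified firefly luciferase using Km concentrations of substrates (10 uM D-luciferin, 10 uM ATP) in Tris acetate pH 7.5 buffer; luminescence output.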
# MBNL1 CUG block – qHTS Assay for Inhibitors of MBNL1-poly(CUG) RNA binding; TR-FRET MBNL1-His/biotin-(CUG)12 binding, 665/545 ratio; hit rate 0.036% among 280,000; AID 2675, 2010; Muscleblind-like protein 1 (Homo sapiens), Q9NR56; Potency, µM (titrated, usually from 57.5 µM), inactives show top-dose activity change, negative = inhibition, usual class: inhibitors; active = well fitted inhibition curve with a large enough effect in the signal ratio, with a control signal flat, not every such curve was filed as active; inconclusive = small, poorly fitted or top-dose-only effect, or effect the other way, or a change in a side signal; inactive = no such curve, though single readings can be large or run the other way; the % refers to the signal ratio; also: % is scaled to controls: 0 for no effect and ±100 for the full control effect
#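 Inhibition of protein-RNA binding appears as loss of TR-FRET between terbium anti-His antibody on MBNL1-His and streptavidin-XL665 on biotin-(CUG)12. Activity is normalized to buffer-only and uninhibited-complex controls.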
# NPC1 prom act – qHTS Assay for NPC1 Promoter Activators | Potency, µM (series often up to 9.22 µM), without a hit: at the top dose activation, most hits filed as activators | hit rate 2.4% among 320,000 | Huh7 NPC1 promoter luciferase reporter, 24 h;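 also: % of control where 0% means no effect; nearly all actives have a fitted effect of over 60% in size; reporter is driven by a mutant NPC1 promoter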
#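 Luciferase expression driven by the NPC1 promoter was measured in stably transfected Huh7 cells after a 24 h compound incubation, using a luciferase reagent and a luminescence read.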
# RORg inh – qHTS for inhibitors of ROR gamma transcriptional activity. hit rate 5.4% among 310,000. Nuclear receptor ROR-gamma (Mus musculus), P51450. Drosophila S2 Gal4-RORgamma UAS-luciferase reporter, 20 h. Potency, µM (highest dose often 53.6 µM), for inactives: at the top dose activity change, negative = inhibition, most hits filed as inhibitors. AID 2551, 2010; also: % is scaled to controls: 0 for no effect and ±100 for the full control effect; nearly all actives have a fitted effect of over 60% in size
# Target sequence (P51450 whole entry, looked up, the tested form may be a part): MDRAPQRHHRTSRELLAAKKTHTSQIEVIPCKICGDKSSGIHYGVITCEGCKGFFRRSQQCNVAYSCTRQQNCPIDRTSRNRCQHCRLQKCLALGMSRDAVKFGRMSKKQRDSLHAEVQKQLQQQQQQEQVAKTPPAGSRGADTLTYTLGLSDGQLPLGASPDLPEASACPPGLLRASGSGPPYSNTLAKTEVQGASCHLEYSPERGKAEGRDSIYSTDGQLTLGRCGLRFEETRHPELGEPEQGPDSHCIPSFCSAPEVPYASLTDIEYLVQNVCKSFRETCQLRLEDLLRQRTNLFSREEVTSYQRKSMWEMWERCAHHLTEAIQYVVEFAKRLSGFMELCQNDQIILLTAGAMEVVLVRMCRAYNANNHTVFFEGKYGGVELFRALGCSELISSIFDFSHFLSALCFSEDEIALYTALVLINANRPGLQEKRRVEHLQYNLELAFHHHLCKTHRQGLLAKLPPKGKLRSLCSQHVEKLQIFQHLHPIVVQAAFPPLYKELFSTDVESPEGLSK
#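 In this cell-based reporter format, copper sulfate (700 uM final) drives Gal4–ROR gamma fusion expression from a metallothionein promoter in Drosophila Schneider cells; compounds preincubated 1 hr, reporter read after 20 hr at ambient temperature.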
# Gal4-VP16 FLuc – VP16 counterscreen qHTS for inhibitors of ROR gamma transcriptional activity. hit rate 3.5% among 310,000. Potency, µM (series often up to 53.6 µM), inactives show at the top dose activity, negative = inhibition, hits mostly inhibitors. AID 2546, 2010. Drosophila S2 Gal4-VP16 UAS-luciferase, luminescence, 20 h;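 also: Gal4-VP16 expression switched on by copper sulfate through the metallothionein promoter; % is scaled to controls: 0 for no effect and ±100 for the full control effect; nearly all actives have a fitted effect of over 50% in size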
# Rab9 prom act – qHTS Assay for Rab9 Promoter Activators | Huh7 Rab9 promoter-luciferase reporter, luminescence, 24 h | hit rate 2.8% among 320,000 | Potency, µM (titrated, usually from 9.22 µM), for inactives: top-dose activation, negative = inhibition, usual class: activators; also: % of control where 0% means no effect; nearly all actives have a fitted effect of over 60% in size
#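 Promoter activation is measured as luciferase luminescence in Huh7 cells stably transfected with a Rab9 promoter–luciferase construct, following 24 h compound exposure at 37 °C and 10 min reagent incubation at ambient temperature.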
# p53 reactivator – qHTS assay for re-activators of p53 using a Luc reporter; H1299 p53-A138V BP100-luciferase reporter, luminescence, 24 h; AID 504706, 2011; Potency, µM (titrated, usually from 92.2 µM), for the others: at the highest dose activity change, positive = activation, actives largely listed as activators; hit rate 0.063% among 320,000; also: % of control where 0% means no effect; nearly all actives have a fitted effect of over 45% in size
#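 p53-null H1299 cells stably carrying temperature-sensitive p53-A138V and a BP100-luciferase reporter were pinned with compounds (4-point, 1:5 series) and held 24 hrs at 37 deg C. Luminescence was read 10 min after detection reagent.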
# uPA generation – qHTS for Inhibitors of Cell Surface uPA Generation; AID 540303, 2011; Potency, µM (highest dose often 38.3 µM), for the others: top-dose activity change, negative = inhibition, hits mostly inhibitors; hit rate 0.31% among 330,000; cell surface uPA generation assay, qHTS; active = well fitted inhibition curve with a large enough effect; inconclusive = small, poorly fitted or top-dose-only effect; inactive = no such curve, though single readings can be large or run the other way; tested in mouse RAW 264.7 cells; also: % is scaled to controls: 0 for no effect and ±100 for the full control effect; nearly all actives have a fitted effect of over 55% in size
# ELG1 genotox – qHTS screen for small molecules that induce genotoxicity in human embryonic kidney (HEK293T) cells expressing luciferase-tagged ELG1. hit rate 1.3% among 330,000. HEK293T ELG1-luciferase reporter, luminescence, 16 h. Potency, µM (titrated, usually from 46 µM), without a hit: top-dose activity change, positive = activation, most hits filed as activators; also: % of control where 0% means no effect; nearly all actives have a fitted effect of over 60% in size
#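 Quantitative HTS format in 1536-well plates. HEK293T ELG1-luciferase reporter cells receive test compound and are incubated 16 hr at 37 °C, 5% CO2; ONE-Glo added, 30 min room temperature, then luminescence read.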
# An asterisk follows results filed as active; ? = inconclusive; . = not tested or not shown; & = joins results of further samples; [ ] = dose if it differs, or a comment. Unless noted, calls follow the shape of the dose curve; as a rule, active = well fitted curve in the direction sought with a large enough effect; inconclusive = small, poorly fitted or top-dose-only effect, or another doubt; inactive = no such curve, though single readings can be large; an effect the other way counts as inactive or inconclusive. Potency is read from the fitted curve at half-maximal effect.
# Sample of the layout:
SMILES,BRCA1 expr up,FLuc modulator,MBNL1 CUG block,NPC1 prom act,RORg inh,Gal4-VP16 FLuc,Rab9 prom act,p53 reactivator,uPA generation,ELG1 genotox
Cc1ccccc1-n1c(C)cc(/C=C2/C(=O)NC(=O)N(Cc3ccco3)C2=O)c1C,-1%,19µM*,6%,-2%,-39%,-2%,-1%,-6%,-9%,5%
Cc1c(O)ccc(C(=O)CN2CC(C)OC(C)C2)c1O (centres undefined),2%,2%,1%,-1%,0%,-3%,3%,25%,-11%,0%
CC(=NCc1cccnc1)c1c(O)n(-c2ccc(Cl)cc2)c(=O)[nH]c1=O,11%,1%,.,4%,14%,1%,2%,1%,6%,-1%
COc1ccc(C(CNC(=O)CCc2ccsc2)N(C)C)cc1 (centres undefined),0%,3%,-2%,2%,2%,4%,4%,-1%,-1%,2%

# Main list, repeating the preview:
SMILES,BRCA1 expr up,FLuc modulator,MBNL1 CUG block,NPC1 prom act,RORg inh,Gal4-VP16 FLuc,Rab9 prom act,p53 reactivator,uPA generation,ELG1 genotox
Cc1ccccc1-n1c(C)cc(/C=C2/C(=O)NC(=O)N(Cc3ccco3)C2=O)c1C,-1%,19µM*,6%,-2%,-39%,-2%,-1%,-6%,-9%,5%
Cc1c(O)ccc(C(=O)CN2CC(C)OC(C)C2)c1O (centres undefined),2%,2%,1%,-1%,0%,-3%,3%,25%,-11%,0%
CC(=NCc1cccnc1)c1c(O)n(-c2ccc(Cl)cc2)c(=O)[nH]c1=O,11%,1%,.,4%,14%,1%,2%,1%,6%,-1%
COc1ccc(C(CNC(=O)CCc2ccsc2)N(C)C)cc1 (centres undefined),0%,3%,-2%,2%,2%,4%,4%,-1%,-1%,2%
CCCCCc1nc2ccccc2c(=O)n1-c1ccc(Cl)cc1[N+](=O)[O-],1%,1%,5%,0%,14%,-5%,-4%,3%,.,-1%
CC(C)CCNC(=O)c1cc(C(=O)c2cc(F)ccc2O)cn(CCC(C)C)c1=O,0%,0%,-5%,1%,-3%,9%,2%,2%,1%,-1%
COC(=O)c1cccc(NC(=O)Nc2ccc(Cl)c(Cl)c2)c1,-40%,15µM*,-7%,?,?,1%,3.5µM*,18%,?,1%
O=C(c1ccc(C(F)(F)F)cc1)C1CCCN(C2CCSCC2)C1 (centres undefined),.,1%,-6%,-3%,-1%,-4%,-11%,-5%,-6%,-3%
CC(C)[C@H]1C(=O)O[C@@H]2CCN3CC=C(COC(=O)[C@](C)(O)[C@]1(C)O)[C@H]23,-4%,-1%,2%,-2%,4%,0%,?,-2%,7%,-4%
Nc1cnn(-c2ccccc2)c(=O)c1Cl,-3%,0%,8%,8%,-8%,-9%,1%,.,3%,3%
CC(C)CCOP(N)(=O)Oc1ccccc1 (centres undefined),15%,-1%,-6%,0%,4%,10%,-1%,.,14%,-4%
Cc1cc(/C=C2\C(=O)NC(=O)N(c3ccc(Br)cc3)C2=O)c(C)n1C,-34%,4%,7%,-2%,24%,-18%,5%,-3%,12%,6%
CCC(=NCCCn1ccnc1)c1c(O)n(-c2ccc(OC)cc2)c(=O)[nH]c1=O,-16%,2%,2%,0%,-4%,2%,-3%,-3%,1%,4%
CCCCCC1CC(CC(=O)NC(=S)Nc2ccc([N+](=O)[O-])cc2)C(=O)O1 (centres undefined),-24%,-2%,6%,-1%,71µM*,?,-9%,2%,2%,12%
CN1CCN(c2ccc([N+](=O)[O-])c(N)c2)CC1,-4%,2%,.,-2%,-3%,0%,-1%,1%,2%,-1%
Cc1ccc2c(c1)C(c1ccccc1)=NCC(=O)N2,.,-3%,-3%,-7%,3%,-3%,-2%,-81%[inhibitor],2%,1%
COc1ccc2c3c([nH]c2c1)C(C)NCC3 (centres undefined),-15%,5%,1%,-3%,22%,-8%,1%,-7%,-2%,-2%
O=C1NC(=O)C2(Cc3ccccc3N3CCOCC32)C(=O)N1c1ccccc1 (centres undefined),-79%,0%,2%,-3%,13%,-10%,0%,-3%,.,0%
C=C1CC[C@@]2(O)[C@H]3Cc4ccc(O)c5c4[C@@]2(CCN3CC2CC2)[C@H]1O5,-8%,5%,?,1%,-10%&16%,6%&-4%,-1%,-1%,2%,2%
COc1ccc2[nH]c(C)c(CCNCc3cccnc3)c2c1,-8%,-1%,.,-1%,.,.,0%,0%,10%,0%
CCOC(=O)N1CCN(C(C)C(=O)c2c[nH]c3ccccc23)CC1 (centres undefined),-21%,1%,-5%,0%,41%,1%,2%,0%,6%,-1%
NCC(=O)c1ccccc1,18%&46%,.,.,.,-37%,-3%,.,.,11%,.
Cn1c(O)c(C=NC2CCCCC2)c(=O)[nH]c1=S,17%,1%,-2%,1%,0%,-11%,1%,6%,-1%,1%
COC(=O)C1=C(C)OC(N)=C(C#N)C12C(=O)Nc1ccccc12 (centres undefined),0%,2%,-6%,1%,25%,0%,0%,-2%,1%,-1%
CC(C)(C)N1Cc2ccccc2C1=N,9%,0%,-7%,1%,8%,0%,3%,-4%,-3%,0%
SMILES,BRCA1 expr up,FLuc modulator,MBNL1 CUG block,NPC1 prom act,RORg inh,Gal4-VP16 FLuc,Rab9 prom act,p53 reactivator,uPA generation,ELG1 genotox
C#CC1(OC(=O)c2ccccc2)CC(C)N(C)CC1C (centres undefined),4%,0%,-3%,2%,-5%,-13%,-1%,26%,9%,-3%
Cn1cccc1CNCCc1ccccc1F,3%,0%,0%,-3%,-22%,4%,3%,-3%,-5%,5%
C[C@]12CC[C@H]3[C@@H](CC[C@]4(O)C[C@@H](O)CC[C@]34C=O)[C@@]1(O)CC[C@@H]2C1=CC(=O)OC1,-68%[inhibitor],5%,.,-33%[inhibitor],.,.,-40%[inhibitor],-10%,6%,-58%[inhibitor]
C[N+]1(C)C2CCC1CC(OC(=O)c1ccco1)C2 (centres undefined),-2%,0%,0%,1%,-25%,-4%,2%,2%,3%,0%
Cc1cc(OC(C)C(=O)NCc2cccnc2)c2c3c(c(=O)oc2c1)CCC3 (centres undefined),12%,1%,0%,17%,1%,-5%,1%,-10%,2%,9%
Cc1ccsc1C(=O)C1CCCN(Cc2ccc(-n3cccn3)cc2)C1 (centres undefined),-8%,0%,6.3µM*,-3%,33%,0%,-2%,4%,-1%,-9%
O=c1[nH]c(=O)n(CCc2ccc(F)cc2)c(O)c1C=NCCCn1ccnc1,-16%,2%,0%,-2%,-2%,-3%,-14%,2%,-7%,0%
O=c1[nH]c(O)c(N=Nc2ccc([N+](=O)[O-])cc2)c(=O)[nH]1,-21%,?,?,4%,12%,0%,24%,-10%,-4%,4%
COC(=O)C1=C(c2cccc(C#N)c2)C[C@@H]2CC[C@H]1N2C(=O)NCc1ccc(F)cc1,-1%,4%,.,-2%,.,.,0%,-11%,16%,1%
COC(=O)C1=C(c2ccc(Cl)c(C(F)(F)F)c2)C[C@@H]2CC[C@H]1N2C(=O)NCc1ccc2c(c1)OCO2,-3%,-2%,.,1%,.,.,-10%,4%,0%,-8%
Cc1ccc(Cl)cc1NC(=O)CC(O)(C(F)(F)F)C(F)(F)F,-89%[inhibitor],-2%,3%,-1%,-13%[0.365 µM],.,-10%,-12%,?,-10%
CN1C(=O)N(C)C(=O)C2(Cc3cc([N+](=O)[O-])ccc3N(C)C2)C1=O,-7%,1%,?,0%,-3%,-13%,4%,-8%,0%,4%
CN(C)CC1CSCCC1(O)c1ccccc1 (centres undefined),8%,2%,12%,1%,-12%,-8%,-4%,-1%,0%,3%
CC(=O)Nc1cc(C(=O)N2CCC3(CC2)OCCO3)ccc1Sc1ccc(C)cc1,-6%,0%,-2%,2%,31%,-3%,2%,-5%,.,0%
Cc1cc2ccccc2n1CCNC(=O)COc1ccccc1,-39%,-2%,3%,0%,6%,14%,-13%,-18%,11%,?
COc1ccc(C(=O)Nc2sc3c(c2C(=O)O)CC(C)(C)OC3)cc1,-10%,17µM*,0%,-1%,19%,-9%,-8%,14%,-14%,-7%
COCCNC(=O)c1ccc(N2CC3CC(C2)c2cccc(=O)n2C3)c([N+](=O)[O-])c1 (centres undefined),-1%,1%,.,-2%,14%,-22%,2%,3%,1%,9%
C[C@]12CC[C@@H]3c4ccc(O)c(O)c4CC[C@H]3[C@@H]1CC[C@@H]2O,-40%,?,-3%,-17%,?,-4%,-3%,.,?,.
CCN1CCN(C(=O)COc2ccc(S(=O)(=O)N(C)Cc3ccccc3)cc2)CC1,-4%,6%,-5%,.,8%,24%,.,.,.,.
Cn1c(C(=O)N2CCC3(CC2)OCCO3)cc2c(=O)n(C)c3ccccc3c21,2%,4%,-5%,-5%,-27%,2%[0.365 µM],2%,-3%,.,-2%

# Not all compounds are listed; the hit share may differ from the screen's.
